TR SRC2 fluor cs: Total Fluorescence Counterscreen for Inhibitors of the Interaction of Thyroid Hormone Receptor and Steroid Receptor Coregulator 2; TRb/SRC2 Texas Red total fluorescence interference; Potency, µM (series often up to 106 µM), for inactives: at the highest dose fluorescence change, negative = quenching; actives 0.29% (n = 280,000); active = well fitted curve in either direction with a large enough effect; inconclusive = small, poorly fitted or top-dose-only effect; note: potency is the fitted concentration of half-maximal effect; % is set by controls: 0 for no effect and ±100 for the full control effect
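Human TRb ligand-binding domain at 0.6 uM with 20 nM Texas Red SRC2 peptide in Tris buffer containing 1 uM T3 and 5% DMSO, incubated with compound 5 h at ambient temperature. Total fluorescence (555/632 nm) calculated as parallel + 2 × perpendicular.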
NPSR antagonist: qHTS Assay for Antagonists of the Neuropeptide S Receptor: cAMP Signal Transduction. CHO-NPSR cells, cAMP TR-FRET, antagonist mode. Potency, µM (titrated, usually from 38.3 µM), without a hit: at the top dose activity change, negative = inhibition, usual class: inhibitors. actives 1% (n = 220,000). AID 1461, 2008; note: potency is the fitted concentration of half-maximal effect; % is set by controls: 0 for no effect and ±100 for the full control effect; nearly all actives have a fitted effect of over 50% in size; many of its hits are not listed in these tables
Target sequence (Q6W5P4 whole entry, looked up): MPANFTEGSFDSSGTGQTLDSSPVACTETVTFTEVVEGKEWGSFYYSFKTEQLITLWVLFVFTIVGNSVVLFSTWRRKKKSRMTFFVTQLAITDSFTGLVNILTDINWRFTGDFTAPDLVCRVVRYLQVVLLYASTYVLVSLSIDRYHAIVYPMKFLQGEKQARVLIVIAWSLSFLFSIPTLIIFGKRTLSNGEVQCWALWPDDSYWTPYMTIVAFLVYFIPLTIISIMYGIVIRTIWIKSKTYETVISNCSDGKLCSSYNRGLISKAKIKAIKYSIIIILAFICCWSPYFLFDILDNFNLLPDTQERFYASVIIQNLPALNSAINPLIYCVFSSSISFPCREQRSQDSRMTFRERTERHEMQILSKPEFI
TRb-SRC2 inh: qHTS for Inhibitors of the Interaction of Thyroid Hormone Receptor and Steroid Receptor Coregulator 2; Thyroid hormone receptor beta (Homo sapiens), P10828; TRbeta-SRC2 peptide binding, fluorescence polarization; receptor liganded with 1 µM T3; AID 1469, 2008; actives 0.065% (n = 280,000); Potency, µM (series often up to 106 µM), for inactives: top-dose activity change, negative = inhibition, most hits filed as inhibitors;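 note: potency is the fitted concentration of half-maximal effect; plate controls were bound peptide for no effect and peptide without receptor for full effect; nearly all actives have a fitted effect of over 50% in size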
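Fluorescence polarization of 20 nM Texas Red SRC2 peptide with 0.6 uM human TRb ligand-binding domain, in Tris buffer with 1uM T3 and 5% DMSO. Incubated 5 hr ambient; normalized to unbound and bound controls.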
Tau fluor counter: Counterscreen qHTS for Inhibitors of Tau Fibril Formation, Fluorescence Polarization; Potency, µM (doses to about 57.7 µM), for the others: top-dose activity change, negative = decrease; tau K18 P301L (four-repeat tau fragment) Alexa594 fluorescence, heparin fibrillization; AID 1463, 2008; actives 0.93% (n = 280,000); note: potency is the fitted concentration of half-maximal effect; % is set by controls: 0 for no effect and ±100 for the full control effect; nearly all actives have a fitted effect of over 55% in size
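Human K18 P301L tau (15 uM unlabeled plus 0.24 uM Alexa 594-labeled, final) in 100 mM sodium acetate pH 7 was mixed with compound and 20 uM heparin and incubated 6 hr at 37 C.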
Tau fibril FP: qHTS for Inhibitors of Tau Fibril Formation, Fluorescence Polarization | Microtubule-associated protein tau (Homo sapiens), P10636 | K18 P301L tau heparin fibrillization, Alexa594 FP, 6 h | Potency, µM (top dose mostly 57.7 µM), without a hit: at the highest dose activity, negative = inhibition, usual class: inhibitors | actives 0.39% (n = 280,000) | AID 1468, 2008; note: potency is the fitted concentration of half-maximal effect; % is set by controls: 0 for no effect and ±100 for the full control effect; nearly all actives have a fitted effect of over 55% in size
Target sequence (P10636 561-689 P618L limits assumed): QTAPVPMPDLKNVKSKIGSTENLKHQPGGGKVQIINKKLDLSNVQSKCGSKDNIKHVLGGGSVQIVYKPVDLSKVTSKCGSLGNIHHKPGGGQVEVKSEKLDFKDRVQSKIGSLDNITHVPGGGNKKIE
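Recombinant K18 P301L […], labeled with Alexa 594 at 0.24 uM over 15 uM unlabeled; heparin inducer 20 uM final; 37 C, 6 hr; FP endpoint.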
Epigenetic reg: Quantitative High-Throughput Screen for Regulators of Epigenetic Control; Potency, µM (doses to about 53.9 µM), without a hit: at the top dose GFP activation, most hits filed as activators; actives 0.2% (n = 280,000); murine LDR cells, GFP reporter derepression, 30 h; AID 1865, 2009; note: potency is the fitted concentration of half-maximal effect; % of control where 0% means no effect; nearly all actives have a fitted effect of over 60% in size
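Murine LDR cells carrying a silenced, genomically integrated CMV-driven GFP reporter were exposed to compound for 30 hours at 37 C. After PBS washes, GFP-positive cells (20–120 um objects) were counted by laser-scanning microplate cytometry.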
aGal spleen mod: qHTS Assay for Inhibitors and Activators of Human alpha-Galactosidase From Spleen Homogenate | actives 0.008% (n = 240,000) | Potency, µM (series often up to 80 µM), inactives show at the highest dose activity change, negative = inhibition, actives largely listed as inhibitors | human spleen homogenate, 4MU-alpha-Gal fluorescence, 40 min;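 note: potency is the fitted concentration of half-maximal effect; 0% = enzyme with vehicle and -100% = no enzyme basal signal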
Target sequence (P06280 32-429 limits assumed): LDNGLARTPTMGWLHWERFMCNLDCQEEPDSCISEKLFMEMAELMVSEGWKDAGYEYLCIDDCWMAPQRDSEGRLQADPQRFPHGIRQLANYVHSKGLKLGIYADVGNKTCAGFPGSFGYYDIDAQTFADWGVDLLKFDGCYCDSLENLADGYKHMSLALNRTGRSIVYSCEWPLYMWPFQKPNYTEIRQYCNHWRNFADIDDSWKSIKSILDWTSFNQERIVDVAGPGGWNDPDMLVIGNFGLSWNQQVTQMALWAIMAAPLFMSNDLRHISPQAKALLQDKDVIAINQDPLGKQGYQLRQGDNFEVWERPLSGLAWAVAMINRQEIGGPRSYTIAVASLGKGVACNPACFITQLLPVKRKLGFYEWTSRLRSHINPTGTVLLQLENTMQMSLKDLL
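Spleen homogenate 1 ug + cpd (titration) + 4-MU-alpha-D-galactopyranoside 1 mM; 37C 40 min; 50 mM citrate/phosphate pH 5.0, 0.01% Tween-20; stop pH 10; fluorescence 365/440; AC50 via Hill.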
CBFb RUNX1 block: qHTS Assay for Compounds Blocking the Interaction Between CBF-beta and RUNX1 for the Treatment of Acute Myeloid Leukemia | Runt-related transcription factor 1 (Homo sapiens) + Core-binding factor subunit beta … | AlphaScreen CBFb-His/RUNX1-biotin binding, biochemical | Potency, µM (highest dose often 59.8 µM), for the others: top-dose activity, negative = inhibition, most hits filed as inhibitors | 230,000 tested, under 10 active | AID 1477, 2009; note: % of control where 0% means no effect
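AlphaScreen proximity signal reports loss of binding between His-tagged CBF-beta and biotin-labelled RUNX1, each at 30 nM. Proteins are pre-associated for 20 minutes, compounds added for 15 minutes, then beads for 90 minutes, all at ambient temperature.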
An asterisk follows results filed as active; ? = inconclusive; · = no result given; [ ] = another dose, or the depositor's remark. Unless noted, calls come from the whole dose curve; as a rule, active = well fitted curve in the direction sought with a large enough effect; inconclusive = small, poorly fitted or top-dose-only effect, or another doubt; inactive = no such curve, though single readings can be large; an effect the other way counts as inactive or inconclusive. Only part of the results is shown; rates above refer to the full screens.

SMILES | TR SRC2 fluor cs | NPSR antagonist | TRb-SRC2 inh | Tau fluor counter | Tau fibril FP | Epigenetic reg | aGal spleen mod | CBFb RUNX1 block
COc1nc(OC)nc(N(C)CCO)n1 | -2% | -7%[46.1 µM] | -1% | 1% | -6% | -1.0% | -5% | 3%
CC(C)(C)c1ccc(C(=O)OCC(=O)Nc2sc3c(c2C#N)CCC3)cc1 | -2% | -17% | -1% | -12% | 2% | -1.0% | -2% | -2%
Cc1ccccc1C(=O)NNC(=O)CN1C(=O)c2ccccc2C1=O | 5% | 17% | -18% | 4% | 3% | -1.0% | 5% | 5%
COc1ccc(CNC(=O)CCc2nnc3n(C)c(=O)c4sccc4n23)cc1 | 1% | · | -2% | -2% | -1% | -1.8% | · | ·
Cc1ccc(CCNC(=O)CS(=O)Cc2nc(-c3cccs3)oc2C)cc1 (stereo not given) | 0% | 1% | -1% | -9% | 4% | 0.0% | 8% | 5%
COc1cccc([C@@H]2Oc3ccc(OC)cc3/C(=N/O[C@@H](C)c3cn([C@H]4COC[C@H]4O)nn3)[C@@H]2O)c1 | -3%[11.2 µM] | · | 1%[11.2 µM] | -9%[11.6 µM] | -7%[11.6 µM] | 0.0%[10.1 µM] | 6%[17.5 µM] | -3%[13.1 µM]
CCOC(=O)c1ccc(NC(=O)C2CCN(S(=O)(=O)c3ccc4c(c3)CCCC(=O)N4)CC2)cc1 | -4% | · | 5% | -27% | -16% | -1.3% | · | ·
COc1ccc(OC)c(-n2c(=S)[nH]c3cc(C(=O)N4CCCCC4)ccc3c2=O)c1 | -2% | -4% | 4% | -1% | -1% | -2.2% | 1% | -10%
O=C(CCCN1C(=O)c2cccc3cccc(c23)C1=O)NCCN1CCOCC1 | -5% | 4% | 2% | -9% | -4% | -0.6% | 4% | 8%
COc1cc(OC)c(NC(=O)CC(C)=O)cc1Cl | -5% | 3% | -5% | -10% | -1% | -3.5% | -3% | -13%
COCCN(C(=S)Nc1ccccc1OC)C(C)c1cccs1 (stereo not given) | 0% | -17%[46.1 µM] | -4% | -10% | ? | 0.0% | 8% | 9%
Cc1cc(/C=N/NC(N)=S)c(C)n1-c1ccc(Br)cc1 | -7% | 26% | 3% | -30% | -3% | 1.3% | -11% | ?
O=C(NCc1ccc2c(c1)OCO2)c1ccc(CN2CCOCC2)cc1 | 3% | -10%[46.1 µM] | 4% | -7% | 11% | 0.0% | 4% | 1%
O=C1C2CCCN2C(c2ccco2)N1c1ccc(F)cc1 (stereo not given) | -2% | 4% | 3% | 1% | -3% | -2.4% | 3% | -2%
C/C(=N\O)C(=O)NCCCn1ccnc1 | -2% | -15%[46.1 µM] | 2% | -3% | -2% | 0.0% | 6% | -13%
O=C(c1ccccc1Sc1ccccc1[N+](=O)[O-])N1CCCCC1 | -11% | 52% | -3% | 0% | 3% | -1.2% | -3% | 23%
Cc1ccc(NC(=O)CSCc2cc(=O)c3ccccc3[nH]2)c(C)c1 | 0% | · | 2% | -9% | -12% | 1.8% | · | ·
CCOC(=O)N/N=C(\C)c1ccc(C)o1 | -1% | 10% | -4% | 9% | 1% | 0.6% | -7% | 6%
CCOC(=O)c1sc(NC(=O)Cn2nnc3sc4c(c3c2=O)CCCC4)nc1C | -3% | -20%[46.1 µM] | 2% | ? | ? | 5.3% | 0% | -2%
COC(=O)c1sccc1NC(=S)Nc1ccc(OC)cc1 | 0% | -11% | 1% | -4% | -2% | -4.6% | 4% | 0%
CCc1ccccc1NC(=O)C(NS(=O)(=O)c1ccc2c(c1)CCC(=O)N2)c1ccccc1 (stereo not given) | -2% | · | 4% | -13% | -2% | -1.1% | · | ·
O=C(CN(C(=O)Cn1nnc(-c2cccs2)n1)c1ccc2c(c1)OCCO2)NC1CCCCC1 | 2% | -18%[46.1 µM] | -1% | -15% | -1% | 0.9% | 3% | -2%
O=S(=O)(c1ccc(S(=O)(=O)N2CCOCC2)cc1)N1CCCC1 | -2% | -4% | -4% | -6% | 12% | 2.2% | -8% | 8%
COc1cc([N+](=O)[O-])ccc1N=Nc1c(N)[nH]n(-c2ccccc2)c1=O | -2% | 6% | -4% | ? | 2% | -3.6% | 0% | -23%
CCCS(=O)(=O)c1ncc(Cl)c(C(=O)Nc2c(C(=O)c3ccccc3)oc3ccccc23)n1 | 6% | · | -8% | ? | -6% | ? | · | ·
CCN(CC(=O)NC(C)(C)C)C(=O)c1ccc(Br)cc1 | -3% | 11% | 4% | -10% | 3% | 0.0% | 2% | 3%
C=CCSc1nnc(COc2ccc(=O)n(-c3ccccc3)n2)n1CC | 0% | 1% | 1% | 1% | -5% | -0.5% | -2% | 6%
CCN(CC)S(=O)(=O)c1ccc2c(c1)N(CC(=O)NCCCN1CCN(c3cc(Cl)ccc3C)CC1)C(=O)CO2 | -1% | · | -1% | -17% | 11% | -1.6% | · | ·
S=C(NCc1ccco1)Nc1cc(Cl)c(Cl)cc1Cl | 0% | -29% | 6% | ? | ? | 1.0% | 1% | 1%
CN1CCN(C(=O)c2ccccc2-c2ccccc2C(=O)O)CC1 | 3% | 4%[46.1 µM] | -19% | 8% | 1% | -0.8% | -1% | 0%
CCSc1ccccc1C(=O)Nc1nncs1 | -1% | 3%[46.1 µM] | -14% | 2% | -10% | 2.4% | 4% | -7%
Cc1cc(NC(=O)c2ccc(C)s2)n(-c2ccccc2)n1 | -2% | -6%[46.1 µM] | -2% | -6% | 9% | 1.8% | 11% | -2%
Cn1cc(CN(C(=O)Nc2ccc(Cl)c(Cl)c2)C2CCCCC2)c2ccccc21 | 1% | · | 3% | -8% | -3% | 4.1% | · | ·
O=C(NCCCN1CCCC1=O)c1cc(-c2cccnc2)nc2ccc(Cl)cc12 | 0% | 20% | -1% | -7% | -3% | 1.4% | 1% | -3%
O=C(c1ccc(Cl)nc1)N1CCN(S(=O)(=O)c2ccccc2)CC1 | 1% | 13% | 0% | 13% | -8% | -0.4% | 1% | 1%
COc1ccc(CN(CC(=O)NCc2ccco2)C(=O)CCC(=O)Nc2nccs2)cc1 | 1% | -4%[46.1 µM] | -1% | 2% | 5% | -2.4% | -6% | 0%
CCCCCCSc1nsc(N)n1 | 0% | -11%[46.1 µM] | -10% | -11% | -6% | -0.7% | -4% | -2%
CCOc1cc(/C=N\NC(=O)c2ccc(NC(=O)CC)cc2)ccc1OC(=O)c1ccccc1 | 0% | ? | 0% | -22% | ? | -1.8% | -2% | 0%
COc1ccc(CC(C(=O)Nc2cccc(F)c2)c2nn[nH]n2)c(OC)c1 (stereo not given) | -2% | -4%[46.1 µM] | -6% | -5% | 1% | -0.7% | -3% | 0%
COc1ccc2c(C)cc(SCC(=O)Nc3c(C)n(C)n(-c4ccccc4)c3=O)nc2c1 | -1% | 1%[46.1 µM] | -7% | -4% | -5% | -0.8% | 7% | 3%
COc1cccc(/C=C2\SC(=N)N(c3ccc(F)cc3)C2=O)c1 | -1% | 13% | -7% | -1% | -16% | 13% | 5% | 5%
CCO[C@H]1OC(C(=O)N2CCN(Cc3ccc4c(c3)OCO4)CC2)=C[C@@H](C)[C@@H]1CCCO | -1% | 5% | -10% | 10% | 10% | -2.9% | -15% | 7%
CCOC(=O)CNC(=O)c1ccc(-c2nn(C)c(=O)c3ccccc23)cc1 | -1% | · | 4% | -13% | -10% | -1.0% | · | ·
O=C(NCCN1CCCCC1)c1ccc2c(c1)OCCO2 | -3% | -5%[46.1 µM] | 2% | 9% | -8% | 3.2% | 1% | 18%
COc1cc(NC(=O)c2cc(-c3cccnc3)nc3ccc(C)cc23)c(OC)cc1Cl | -2% | -8%[46.1 µM] | -4% | -6% | -6% | -3.4% | 4% | 6%
COc1ccc(-n2c(O)c(/C=N/NS(=O)(=O)c3ccc(C)c([N+](=O)[O-])c3)c3ccccc3c2=O)cc1OC | 1% | -17% | 5% | -23% | -2% | 4.6% | -1% | -15%
CCCCOc1ccccc1CC1C(=O)Nc2ccc(Br)cc21 (stereo not given) | 10% | · | -8% | ? | -8% | -1.1% | · | ·
CCc1ccc2[nH]c(=O)c(CN(CCCN3CCOCC3)C(=O)Nc3ccc(Cl)cc3)cc2c1 | 1% | ? | 8% | -6% | -3% | 0.0% | -4% | 3%
CCOC(=O)c1cc(-c2ccc(OC)cc2)n[nH]1 | -4% | -17% | 7% | -16% | 0% | 9.8% | 3% | 14%
NNC(=O)CN1C(c2ccccc2)=Nc2ccc(Br)cc2C1c1ccccc1 (stereo not given) | 0% | ? | 3% | 5% | 4% | -1.4% | -7% | -23%
Nc1c(C(=O)NCCN2CCOCC2)c2nc3ccccc3nc2n1-c1ccccc1 | -2% | -19%[46.1 µM] | -9% | -13% | 1% | -0.3% | ? | 13%
Clc1ccccc1-c1nc(Nc2ccccc2)nc2ccc(Br)cc12 | -22% | · | -3% | -28% | ? | -0.8% | · | ·
COc1ccc(CC(=O)NCc2nnc(SCC(=O)Nc3cccc(F)c3)n2C)cc1 | -1% | 0% | -2% | -4% | 1% | 0.0% | -2% | 1%
Cc1noc(C)c1C(=O)OCC(=O)NC1CC1 | -1% | -3%[46.1 µM] | 0% | 0% | 1% | 0.7% | 5% | 1%

Only TRb-SRC2 inh, Epigenetic reg and Tau fibril FP, for 2 of the compounds above:
SMILES,TRb-SRC2 inh,Epigenetic reg,Tau fibril FP
Clc1ccccc1-c1nc(Nc2ccccc2)nc2ccc(Br)cc12,-3%,-0.8%,?
NNC(=O)CN1C(c2ccccc2)=Nc2ccc(Br)cc2C1c1ccccc1 (stereo not given),3%,-1.4%,4%

Bioassay records deposited in PubChem BioAssay by National Center for Advancing Translational Sciences (NCATS).
